# bIAP inh = bovine intestinal alkaline phosphatase inhibitors, primary screen, selectivity assay for TNAP inhibitor project, biochemical, bovine IAP, CDP-star luminescence; 190,000 tested, under 10 active; alkaline phosphatase, intestinal [Bos taurus]; inhibition, % at 20 µM; purified bovine IAP, 30 min; AID 1019, 2008;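 active = over 50% inhibition of intestinal alkaline phosphatase at 20 µM in the single-dose screen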
#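 test system = bovine IAP enzyme | medium = DEA buffer 100 mM, pH 9.8, with MgCl2 1.0 mM, ZnCl2 0.02 mM | detection = luminescence | dosing = single compound dose of 20 µM, 2% DMSO final | incubation = 30 min reaction at room temperature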
# TNAP inh hi DEA = human TNAP enzyme inhibitors, primary screen, biochemical, luminescent, high phosphate acceptor level, uHTS | purified TNAP, CDP-star luminescence, 1 M DEA | Alkaline phosphatase, tissue-nonspecific isozyme (Homo sapiens), P05186 | 200,000 compounds, 0.03% hits | inhibition, % at 20 µM;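 active = over 50% inhibition of tissue-nonspecific alkaline phosphatase at 20 µM in the single-dose screen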;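 note: plate controls were DMSO wells for no effect and EDTA-quenched wells as full inhibition for full effect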
# Target sequence (P05186 whole entry, looked up): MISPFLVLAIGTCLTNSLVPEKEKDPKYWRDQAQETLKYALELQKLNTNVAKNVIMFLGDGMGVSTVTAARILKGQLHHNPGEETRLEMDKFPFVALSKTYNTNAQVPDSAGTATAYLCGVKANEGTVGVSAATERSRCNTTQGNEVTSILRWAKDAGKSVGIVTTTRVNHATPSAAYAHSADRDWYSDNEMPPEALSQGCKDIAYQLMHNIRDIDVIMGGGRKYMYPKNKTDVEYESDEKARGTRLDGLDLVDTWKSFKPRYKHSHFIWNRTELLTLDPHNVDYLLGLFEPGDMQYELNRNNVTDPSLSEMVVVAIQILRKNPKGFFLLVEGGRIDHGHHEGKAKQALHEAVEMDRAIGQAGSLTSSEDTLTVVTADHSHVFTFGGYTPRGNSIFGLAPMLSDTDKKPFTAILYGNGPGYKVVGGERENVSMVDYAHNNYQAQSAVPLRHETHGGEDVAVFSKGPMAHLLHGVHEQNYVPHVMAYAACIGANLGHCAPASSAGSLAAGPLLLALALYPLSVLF
# TNAP act hi DEA = TNAP activators at high phosphate acceptor level, primary screen, biochemical, luminescence, uHTS; Alkaline phosphatase, tissue-nonspecific isozyme (Homo sapiens), P05186; purified TNAP, CDP-star luminescence, 1 M DEA, 30 min; hits give high values; 0 = EDTA background, 1 = DMSO-only activity; 200,000 tested, under 10 active; activation factor at 20 µM;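 active = activation factor at least 2 at 20 µM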
#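 Measured by: Luminescent substrate turnover signal | Test system: Human TNAP | Input: TNAP 1/800 final | Dosing: 20 µM single point | Schedule: 30 min, room temperature | Controls: EDTA wells as negative control, DMSO wells as positive control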
# APP transl inh = inhibitors of APP translation via 5'UTR reporter, primary screen, APP 5'UTR luciferase, SH-SY5Y cells | SH-SY5Y APP 5'UTR-luciferase reporter, luminescence | inhibition, % at 2 µM | 190,000 compounds, 0.82% hits;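 active = inhibition above a set limit, derived from the sample mean plus 3 SD, cut at about 45% in these data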; note: values of inactives mirror those of a sister screen read the other way
# bIAP act = bovine intestinal alkaline phosphatase activators, primary screen, biochemical, bovine IAP, CDP-star luminescence; alkaline phosphatase, intestinal [Bos taurus]; purified bovine IAP, 30 min; hits give high values; fold of DMSO-control signal, blank-subtracted; activation factor at 20 µM; 200,000 compounds, 0.17% hits;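 active = activation factor of 2 or more at 20 µM, a signal rise over negative controls twice the positive control's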
# RAM inhibit = inhibitors of the yeast RAM network, primary screen, dse1pr::URA3 reporter, 5-FOA selection; S. cerevisiae dse1pr::URA3 reporter, 5-FOA growth OD615, 2 d; analog-sensitive cbk1-as2 kinase mutant strain; inhibition, % at 50 µM; 190,000 compounds, 1.8% hits; AID 868, 2007;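 active = inhibition above a set limit, 3 SD over mean compound inhibition, cut at about 8.4% in these data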;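 note: 0% = DMSO-only wells with no growth and 100% = 10 µM 1-NA-PP1 full growth; inhibition rescues growth on 5-FOA so higher OD means more RAM inhibition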
# FLuc inhib CS = firefly luciferase enzyme inhibitors, primary screen, artefact control for luciferase-based inhibitor screens, biochemical, luminescence, ATPLite | 10 min | AID 1006, 2008 | 200,000 compounds, 1.5% hits | inhibition, % at 10 µM | Luciferin 4-monooxygenase (Photinus pyralis), P08659;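 active = inhibition above about 50% when tested at 10 µM, limit read from the data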
# Target sequence (P08659 whole entry, looked up): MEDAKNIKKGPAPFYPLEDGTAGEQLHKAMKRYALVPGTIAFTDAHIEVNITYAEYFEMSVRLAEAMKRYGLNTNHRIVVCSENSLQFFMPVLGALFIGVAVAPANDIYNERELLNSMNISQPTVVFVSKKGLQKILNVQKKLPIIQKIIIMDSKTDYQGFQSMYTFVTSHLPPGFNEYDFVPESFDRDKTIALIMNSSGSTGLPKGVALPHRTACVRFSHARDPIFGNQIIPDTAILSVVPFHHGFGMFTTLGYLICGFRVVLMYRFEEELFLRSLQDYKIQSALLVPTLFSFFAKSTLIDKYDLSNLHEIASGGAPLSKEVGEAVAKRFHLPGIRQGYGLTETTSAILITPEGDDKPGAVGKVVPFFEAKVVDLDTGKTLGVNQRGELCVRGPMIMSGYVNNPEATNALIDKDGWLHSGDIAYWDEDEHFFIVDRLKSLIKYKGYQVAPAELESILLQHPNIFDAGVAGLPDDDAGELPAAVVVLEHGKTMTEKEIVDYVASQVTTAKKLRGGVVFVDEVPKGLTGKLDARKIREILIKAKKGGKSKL
# FLuc stim CS = FLuc activators, initial screening, artefact control for FLuc-dependent activation tests, biochemical, ATPlite luminescence. ATPlite luciferase biochemical, 10 min; 0 = ATP-free wells, 1 = DMSO control. activation factor at 10 µM. 200,000 tested, under 10 active. AID 1027, 2008;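 active = luciferase activation factor, scaled between plate controls, of at least 2 with compound at 10 µM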
#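 System: Luciferase/luciferin detection reagent, cell-free biochemical luciferase assay | Medium: PBS buffer for ATP | Dosing: Test compounds dosed from 2 mM stocks in 100% DMSO | Timing: 10 min at ambient temperature | Signal: Luminescence measurement of luciferase light output | Evaluation: Luciferase activation, seen as luminescence increase over controls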
# Lmaj promast = Leishmania major promastigote growth inhibition, primary screen; Leishmania major promastigotes, resazurin fluorescence viability; inhibition, % at 10 µM; 200,000 compounds, 9% hits; AID 1063, 2008; in the data active = inhibition above about 50%;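 note: promastigotes grown with compound for 44 hours at 28 °C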
# TNAP inh noacc = human TNAP enzyme inhibitors, primary screen, biochemical, luminescent, no phosphate acceptor, uHTS; purified TNAP, CDP-star luminescence, 30 min; AID 1012, 2008; 200,000 compounds, 0.26% hits; inhibition, % at 20 µM;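 active = tissue-nonspecific alkaline phosphatase inhibition above about 50% at 20 µM in the single-dose screen, limit read from the data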;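 note: 0% = DMSO negative control and 100% = EDTA positive control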
# An asterisk follows results filed as active; x = no result given.
1	O=S(=O)(NCc1ccc2c(c1)OCO2)c1ccc2c(c1)oc1ccccc12
2	CSCCC(NC(=O)C1CC1)c1nc2ccccc2[nH]1 (stereo not given)
3	Cn1c(=O)c2c(nc(Br)n2Cc2c(F)cccc2Cl)n(C)c1=O
4	Cc1cc(CC(C)C)n(-c2nc3ccccc3c(=O)n2OCC(=O)N(C)C)n1
5	CCCCCCC(=O)N(O)C1CC(=O)N(c2ccc(C)cc2)C1=O (stereo not given)
6	CS(=O)(=O)N(CC(=O)NCc1ccco1)c1ccc2c(c1)OCO2
7	CCCCOC(=O)c1[nH]c(C)c(C(=O)OC)c1C
8	CCc1ccc(C(C)NC(=O)c2ncn[nH]2)cc1 (stereo not given)
9	O=C(CSc1ccccc1Cl)NC1CCCc2ccccc21 (stereo not given)
10	N#CC1=C(N)S[C@H](C(=O)C23CC4CC(CC(C4)C2)C3)[C@H]1c1ccncc1

entry no.	1	2	3	4	5	6	7	8	9	10
bIAP inh	13	7	-11	-6	2	2	9	31	12	12
TNAP inh hi DEA	-5	-5	-1	-3	-3	-1	-6	-6	-2	-3
TNAP act hi DEA	1.1	1.1	1	1	1	1	1.1	1.1	1	1
APP transl inh	10	-22	x	-32	-2	-4	-88	-2	2	6
bIAP act	0.9	0.9	1.1	1.1	1	1	0.9	0.7	0.9	0.9
RAM inhibit	2.0	1.7	x	-0.4	0.0	3.2	-0.5	0.4	5.1	2.1
FLuc inhib CS	-6	-9	3	-6	-3	-1	15	-6	-6	-8
FLuc stim CS	1.1	1.1	1	1.1	1	1	0.8	1.1	1.1	1.1
Lmaj promast	-4	-3	x	-2	-2	8	6	44	2	26
TNAP inh noacc	-13	-8	-7	-9	-13	-9	-9	-18	-5	-7

11	CCCOc1ccc(/C=N/Nc2ccccc2[N+](=O)[O-])c(O)c1
12	CC(C)OC(=O)CSc1nnc(-c2ccccc2)n1N
13	COc1ccc(/C=C/C(=O)Nc2cc(C(F)(F)F)ccc2Cl)cc1
14	O=C(OCc1ccccc1)N1CCOCCN(C(=O)OCc2ccccc2)CCOCC1
15	Cc1ccc(N2CC(C(=O)Nc3ccc(S(=O)(=O)N4CCOCC4)cc3)CC2=O)cc1 (stereo not given)
16	CC1Cc2ccccc2N1C(=O)CSc1nc2cc3c(cc2cc1C#N)OCO3 (stereo not given)
17	Cc1nc(-c2cccnc2)sc1C(=O)Nc1ccc(C(F)(F)F)cc1
18	Cc1ccc(Cc2cnc(NC(=O)C3=NCCN3)s2)cc1
19	Cc1cc(C)c(C)c(N=Nc2nc3ccccc3n2C)c1C
20	O=c1c2ccccc2nc2n1C(CSc1ccc(F)cc1)CN2 (stereo not given)

entry no.	11	12	13	14	15	16	17	18	19	20
bIAP inh	2	13	3	-18	-4	6	14	-51	10	2
TNAP inh hi DEA	26	-5	-3	-6	-6	-7	-3	-3	13	0
TNAP act hi DEA	0.7	1.1	1	1.1	1.1	1.1	1	1	0.9	1
APP transl inh	-173	-10	-8	-5	2	2	7	18	-56	8
bIAP act	1	0.9	1	1.2	1	0.9	0.9	1.5	0.9	1
RAM inhibit	8.1	0.6	6.1	-0.1	2.1	2.1	4.8	1.5	-0.3	1.3
FLuc inhib CS	22	-12	-2	-3	-6	-8	-6	-1	14	-6
FLuc stim CS	0.8	1.1	1	1	1.1	1.1	1.1	1	0.9	1.1
Lmaj promast	-9	1	-8	4	-1	-1	4	-4	37	2
TNAP inh noacc	26	-4	-7	-2	-13	-1	14	-118	4	18

21	COc1ccc(/C=C/C(=O)Nc2ccccc2)cc1OC
22	COc1ccc(OCC(=O)N/N=C(\C)c2ccc(OC)cc2)cc1
23	O=C(CSc1nc2ccccc2s1)N1c2ccccc2Sc2ccccc21
24	CC1(C)N=C(/C=N/O)C=[N+]1[O-]
25	N#CCCn1c(=O)n(CCC#N)c2ccccc21
26	CCN(c1ccccc1)c1nc(=O)c2cccnc2s1
27	CC1Cc2ccccc2N1S(=O)(=O)c1cccs1 (stereo not given)
28	CCCCCn1c(CCC(=O)Oc2ccccc2OC)nc2c1c(=O)[nH]c(=O)n2CCCC
29	CC(C)Cc1oc(C(=O)O)cc1CN
30	CC(c1ccccc1)N1C(=O)c2ccccc2C1(O)Cc1ccccc1 (stereo not given)

entry no.	21	22	23	24	25	26	27	28	29	30
bIAP inh	10	5	11	-5	-3	9	33	16	2	2
TNAP inh hi DEA	4	-3	-3	4	-6	-5	0	-2	-9	0
TNAP act hi DEA	1	1	1	1	1.1	1.1	1	1	1.1	1
APP transl inh	-80	-8	-2	-10	-13	-8	-3	-1	9	-23
bIAP act	0.9	0.9	0.9	1.1	1	0.9	0.7	0.8	1	1
RAM inhibit	-0.1	3.0	5.2	1.3	0.3	-0.4	0.5	7.7	3.2	0.9
FLuc inhib CS	11	12	-6	0	-4	-5	-4	-7	-2	-2
FLuc stim CS	0.9	0.9	1.1	1	1	1.1	1	1.1	1	1
Lmaj promast	25	-6	36	-4	-5	-4	90*	2	3	17
TNAP inh noacc	-4	-11	-7	-5	-12	-11	-10	-8	-9	-1

31	CN(C)c1oc(/C=C/c2ccccc2)nc1C#N
32	COCCCNC(=O)/C(C#N)=C/c1ccc(F)cc1
33	CCN1CCN(C(=O)C2CCN(Cc3nc(-c4cccc(Cl)c4)oc3C)CC2)CC1
34	Cc1ccccc1OCc1nc2ccccc2c(=O)n1N
35	O=C(O)Cn1cc(/C=C2/NC(=O)N(c3ccc(Cl)cc3)C2=O)c2ccccc21
36	CC(=O)OC[C@H]1O[C@H](C/C=N/OC[C@@H](O)[C@H]2O[C@@H]3OC(C)(C)O[C@@H]3[C@H]2O)C=C[C@@H]1OC(C)=O
37	Fc1ccccc1Nc1nc(NCc2ccco2)nc(N2CCOCC2)n1
38	C/C(=N\N=C(c1ccccc1)c1ccccc1)c1cccs1
39	Cc1cccc(NC(=O)c2c(F)c(F)c(F)c(F)c2F)c1
40	CCOc1cc(S(=O)(=O)Nc2ccccc2CC)ccc1Cl

entry no.	31	32	33	34	35	36	37	38	39	40
bIAP inh	3	-12	-14	15	-16	18	-6	16	14	21
TNAP inh hi DEA	0	-2	-2	-1	0	-5	-3	0	-3	-3
TNAP act hi DEA	1	1	1	1	1	1	1	1	1	1
APP transl inh	-62	5	7	-22	-19	1	26	-2	18	6
bIAP act	1	1.1	1.1	0.8	1.2	0.8	1.1	0.8	0.9	0.8
RAM inhibit	2.6	3.3	-0.7	0.9	5.4	2.9	3.2	0.5	1.8	4.6
FLuc inhib CS	0	3	0	9	-3	-2	-5	-9	-6	-4
FLuc stim CS	1	1	1	0.9	1	1	1.1	1.1	1.1	1
Lmaj promast	9	43	66*	-1	-7	12	28	5	5	1
TNAP inh noacc	-11	-5	0	-17	-10	-3	-2	-5	-11	2

41	Cc1cc(OCC(=O)N2CCOCC2)c(C(C)C)cc1Cl
42	Cc1nc(N2CCCCC2)nc(N2CCCCC2)c1C=O
43	O=C1CC(c2ccco2)Cc2nc(Nc3ccc(F)cc3)ncc21 (stereo not given)
44	CNc1ccc(C(=O)c2ccccc2C(=O)O)cc1[N+](=O)[O-]
45	OC1COC(OCC2OC(OCc3ccccc3)C(O)C(O)C2O)C(O)C1O (stereo not given)
46	CCOC(=O)c1nn(-c2ccc(F)cc2)c(-c2ccccc2)c1C(=O)c1ccccc1
47	CCCCCCCN(C(=O)CCl)c1cccc(C)c1
48	CCc1ccc2nc(NC(=O)CSCc3c(C)noc3C)sc2c1
49	Cc1cnc(NC(=O)CSc2ncc(-c3ccccc3)n2Cc2ccco2)s1
50	O=C(O)CCn1cc(/C=N/O)c(-c2cccc([N+](=O)[O-])c2)n1
51	CC1CC(c2ccccc2)n2nc(NC(=O)c3cccs3)nc2N1 (stereo not given)
52	Cc1ccc(C(=O)OCC(=O)Nc2ccccc2N2CCOCC2)cc1

entry no.	41	42	43	44	45	46	47	48	49	50	51	52
bIAP inh	-3	-4	-3	7	-14	9	6	0	8	12	-28	11
TNAP inh hi DEA	-2	-2	-6	14	4	0	-3	2	-2	-2	-7	-5
TNAP act hi DEA	1	1	1.1	0.9	1	1	1	1	1	1	1.1	1
APP transl inh	-2	5	-2	0	3	13	-5	-17	-2	0	-17	-2
bIAP act	1	1	1	0.9	1.1	0.9	0.9	1	0.9	0.9	1.3	0.9
RAM inhibit	-0.5	3.9	2.8	1.7	0.8	4.6	1.1	2.7	2.2	3.0	0.6	0.6
FLuc inhib CS	-4	-7	0	3	-1	-1	-5	2	-6	-9	0	-6
FLuc stim CS	1	1.1	1	1	1	1	1	1	1.1	1.1	1	1.1
Lmaj promast	80*	-2	16	4	-10	-2	34	3	25	-5	-4	-5
TNAP inh noacc	-7	4	-5	5	2	-3	-5	-3	0	-7	-8	-11

# By substructure, the entries above containing a Cl atom
3	Cn1c(=O)c2c(nc(Br)n2Cc2c(F)cccc2Cl)n(C)c1=O
9	O=C(CSc1ccccc1Cl)NC1CCCc2ccccc21 (stereo not given)
13	COc1ccc(/C=C/C(=O)Nc2cc(C(F)(F)F)ccc2Cl)cc1
33	CCN1CCN(C(=O)C2CCN(Cc3nc(-c4cccc(Cl)c4)oc3C)CC2)CC1
35	O=C(O)Cn1cc(/C=C2/NC(=O)N(c3ccc(Cl)cc3)C2=O)c2ccccc21
40	CCOc1cc(S(=O)(=O)Nc2ccccc2CC)ccc1Cl
41	Cc1cc(OCC(=O)N2CCOCC2)c(C(C)C)cc1Cl
47	CCCCCCCN(C(=O)CCl)c1cccc(C)c1

entry no.	3	9	13	33	35	40	41	47
bIAP inh	-11	12	3	-14	-16	21	-3	6
TNAP inh hi DEA	-1	-2	-3	-2	0	-3	-2	-3
TNAP act hi DEA	1	1	1	1	1	1	1	1
APP transl inh	x	2	-8	7	-19	6	-2	-5
bIAP act	1.1	0.9	1	1.1	1.2	0.8	1	0.9
RAM inhibit	x	5.1	6.1	-0.7	5.4	4.6	-0.5	1.1
FLuc inhib CS	3	-6	-2	0	-3	-4	-4	-5
FLuc stim CS	1	1.1	1	1	1	1	1	1
Lmaj promast	x	2	-8	66*	-7	1	80*	34
TNAP inh noacc	-7	-5	-7	0	-10	2	-7	-5

# Screening data (PubChem)
